High-throughput results deposited in PubChem BioAssay by National Center for Advancing Translational Sciences (NCATS).
RGS12 GoLoco inh: inhibitors of human Gai1-RGS12 GoLoco interaction (red fluorophore); Gai1:RGS12 GoLoco peptide FP, rhodamine, 10 min; 230,000 compounds, 0.44% hits; P63096; Potency, µM (top dose mostly 61.6 µM), without a hit: at the top dose activity, negative = inhibition, most hits filed as inhibitors; AID 880; active = well fitted inhibition curve with a large enough effect, not every such curve was filed as active; inactive = no such curve, though single readings can be large or run the other way; also: % is scaled to controls: 0 for no effect and ±100 for the full control effect; nearly all actives have a fitted effect of over 30% in size; many of its hits are not listed in these tables
Target sequence (P63096 whole entry, looked up): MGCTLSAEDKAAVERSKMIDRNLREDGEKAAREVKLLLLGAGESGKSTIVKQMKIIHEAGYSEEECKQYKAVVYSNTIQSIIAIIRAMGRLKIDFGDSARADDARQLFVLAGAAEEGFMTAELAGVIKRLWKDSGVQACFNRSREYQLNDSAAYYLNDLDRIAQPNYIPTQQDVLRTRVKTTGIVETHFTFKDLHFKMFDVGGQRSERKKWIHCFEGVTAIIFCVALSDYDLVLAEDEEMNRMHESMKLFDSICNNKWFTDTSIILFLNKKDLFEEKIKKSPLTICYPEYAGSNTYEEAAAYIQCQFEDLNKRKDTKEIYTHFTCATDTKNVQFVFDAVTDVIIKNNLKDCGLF
SMN2 splice up: enhancers of SMN2 splice variant expression; HEK293 SMN2-luciferase splicing reporter, luminescence, 30-36 h; Potency, µM (series often up to 46.1 µM), without a hit: at the top dose activity change, positive = activation, most hits filed as activators; 210,000 compounds, 2.8% hits; AID 1458; also: % of control where 0% means no effect; nearly all actives have a fitted effect of over 55% in size
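HEK293 cells carry an SMN2 […]–luciferase reporter in which exon 7 inclusion puts luciferase in frame. Cells were plated 10-12 h before compound addition, then incubated 30-36 h at 37C. ONE-Glo luminescence was read; sodium butyrate at 4.5 mM final served as control.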
NPSR antag: blocks cAMP signaling of the human neuropeptide S receptor. Q6W5P4. CHO-NPSR cells, cAMP TR-FRET, antagonist mode. Potency, µM (top dose mostly 38.3 µM), without a hit: at the top dose activity change, negative = inhibition, actives largely listed as inhibitors. 220,000 compounds, 1% hits. AID 1461; also: % is scaled to controls: 0 for no effect and ±100 for the full control effect; nearly all actives have a fitted effect of over 50% in size; many of its hits are not listed in these tables
Epigenetic derep: derepresses silenced GFP reporter in murine cells; murine LDR cells, GFP reporter derepression, 30 h; Potency, µM (titrated, usually from 53.9 µM), inactives show at the top dose GFP activation, actives largely listed as activators; 280,000 compounds, 0.2% hits; AID 1865; also: % of control where 0% means no effect; nearly all actives have a fitted effect of over 60% in size
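GFP-positive cell count by laser-scanning cytometry (objects 20–120 um) after 30 h, 37 C compound exposure of murine LDR cells; reporter is CMV-GFP integrated at a silenced locus, inducible by HDAC or DNMT inhibitors.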
KDM4E inh: JMJD2E (human) inhibition. B2RXH2. JMJD2E catalytic domain, FDH-coupled NADH fluorescence (FDH is formaldehyde dehydrogenase). Potency, µM (series often up to 57.1 µM), for the others: at the top dose activity change, negative = inhibition, actives largely listed as inhibitors. 230,000 compounds, 1.6% hits. AID 2147; active = well fitted inhibition curve with a large enough effect, not every such curve was filed as active; inconclusive = small, poorly fitted or top-dose-only effect, or another doubt; inactive = no such curve, though single readings can be large or run the other way;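 also: 0% = wells with enzyme and -100% = buffer wells without enzyme; nearly all actives have a fitted effect of over 50% in size; many of its hits are not listed in these tables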
Target sequence (B2RXH2 1-337 limits assumed): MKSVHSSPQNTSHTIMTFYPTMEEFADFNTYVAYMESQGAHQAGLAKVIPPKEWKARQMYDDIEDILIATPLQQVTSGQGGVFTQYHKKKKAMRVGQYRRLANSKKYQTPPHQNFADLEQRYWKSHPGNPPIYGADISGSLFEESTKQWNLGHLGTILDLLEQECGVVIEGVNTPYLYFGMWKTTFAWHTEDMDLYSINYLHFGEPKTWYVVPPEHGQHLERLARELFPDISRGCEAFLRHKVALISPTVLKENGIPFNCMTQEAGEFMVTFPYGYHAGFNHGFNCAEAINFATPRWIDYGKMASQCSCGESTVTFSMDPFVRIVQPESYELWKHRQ
RECQ1 inh: RECQ1 (human) helicase inhibition | Potency, µM (top dose mostly 57.3 µM), for inactives: at the highest dose activity, negative = inhibition, usual class: inhibitors | 240,000 compounds, 0.54% hits | P46063 | RECQ1 DNA unwinding, red fluorescence kinetic read;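 also: plate controls were vehicle for no effect and no enzyme for full effect; nearly all actives have a fitted effect of over 30% in size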
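RECQ1T1 50 nM; forked duplex (20 bp + 30-nt ss tails) 200 nM, ATP 2 mM final; pH 8.0, 2 mM MgCl2, 2.5 ug/ml poly(dI-dC); 15 min compound preincubation; discontinuous kinetic read over 2 h at RT.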
KinaseGlo FLuc: blocks Kinase-Glo luciferase, a counter-screen artifact. Q27757. Kinase-Glo luciferase, ATP luminescence, 8 min. Potency, µM (titrated, usually from 38.3 µM), for the others: at the top dose activity change, negative = inhibition, hits mostly inhibitors. 200,000 compounds, 0.28% hits. AID 1379; also: % is scaled to controls: 0 for no effect and ±100 for the full control effect; nearly all actives have a fitted effect of over 60% in size
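Light output from Kinase-Glo luciferase with luciferin and 10 uM ATP in 50 mM imidazole pH 7.2, KCl, MgCl2, Tween 20, BSA; compound pin-delivered, 8-min ambient incubation, then luminescence read.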
IMPase Li inh: membrane-permeable IMPase blocker, potentiated with lithium | Potency, µM (titrated, usually from 59.4 µM), inactives show at the highest dose activity, negative = IMPase inhibition, usual class: inhibitors | AID 1457 | 210,000 compounds, 0.35% hits | CHO-M1 cells, IP1 TR-FRET (IP-One), carbachol + lithium;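 also: IP1 builds up when IMPase is blocked and the TR-FRET signal falls; plate controls were basal vehicle for no effect and high inhibitor control for full effect; nearly all actives have a fitted effect of over 50% in size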
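CHO-M1, 2000 cells/well, 16–30 h culture; cpd + low Li+, 30 min 37C; lysis with d2-IP1/Eu-anti-IP1 Ab, 10 min RT; TR-FRET 665/620 ratio and 620 channel; AC50 via Hill.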
* hit, by the source's call; i = inactive; ? = inconclusive; · = no result given; & = joins results of further samples; ! = repeats disagree; [ ] = another dose, or the depositor's remark. Unless noted, calls follow the shape of the dose curve; as a rule, active = well fitted curve in the direction sought with a large enough effect; inconclusive = small, poorly fitted or top-dose-only effect, or another doubt; inactive = no such curve, though single readings can be large; an effect the other way counts as inactive or inconclusive. Potency is read from the fitted curve at half-maximal effect. Not all compounds are listed; count on the stated rates, not on these rows.

Results follow in this order: RGS12 GoLoco inh	SMN2 splice up	NPSR antag	Epigenetic derep	KDM4E inh	RECQ1 inh	KinaseGlo FLuc	IMPase Li inh
COc1ccc(/C=C/C(=O)NC(=S)NNC(=O)c2ccco2)cc1
  4%	-1%	11%[46.1 µM]	-1.0%	?	10%	1%	6%
COc1ccc(Cn2nnnc2C(C(C)C)N(Cc2ccco2)Cc2cccs2)cc1 (stereo not given)
  1%	-38%[inhibitor]	?	0.1%	-7%	-20%	0%	4%[38.3 µM]
O=C(NCCc1ccccc1)c1n[nH]c(=O)c2ccccc12
  11%	·	8%	0.0%	-3%	-7%	-1%	5%
CCCCCOc1ccc(Cl)cc1CN1CCOCC1
  10%	-4%	-16%[46.1 µM]	0.8%	-7%	-6%	0%	-7%[38.3 µM]
Brc1ccc(-c2nc(-c3ccccc3)no2)o1
  1%	18µM*	-5%[46.1 µM]	-1.1%	2%	-13%	-10%	18%[38.3 µM]
O=S(=O)(NN=C1CCCCC1)c1ccccc1
  -4%	·	-2%	1.1%	4%	-9%	-4%	17%
O=C(/C=C/c1ccccc1Cl)Nc1ccc(Cl)cn1
  0%	·	20%	1.3%	1%	-3%	·	-10%
CC(=O)N/C(=C\c1ccccc1)C(=O)OCC(=O)NC1CCCC1
  ·	·	4%[46.1 µM]	-0.9%	6%	-1%	·	·
O=C(CSc1nnc(-c2ccco2)o1)c1ccc(O)cc1O
  91%[activator]	-1%	-17%	-1.5%	-9%	-4%	0%	-6%
COc1ccc(COCC(O)CN(Cc2ccccc2)C(C)C)cc1OC (stereo not given)
  -3%	-14%	8%	-0.2%	4%	10%	-1%	8%
CC(=O)c1ccc(-c2nnc(CCC(=O)N(C)Cc3cnc4ccccn34)o2)s1
  -5%	·	12%	0.0%	-14%	-8%	-3%	14%
CC1(C)Cc2cccc(Oc3ccc(S(=O)(=O)N4CCCCC4)cn3)c2O1
  5%	-17%	-30%	-0.2%	6%	-18%	0%	14%
Cc1nc([N+](=O)[O-])cn1CC(O)c1ccc(Cl)cc1 (stereo not given)
  13%	·	-18%	0.0%	0%	i	·	·
Cc1cccc(-n2c(CNC(=O)c3ccc(S(=O)(=O)N(C)C)cc3)nnc2SCC(=O)Nc2ccc(F)cc2)c1
  5%	19%	14%	-3.0%	-9%	-4%	1%	-9%
CSc1ccccc1C(=O)N1CCN(c2ccc(F)cc2)CC1
  -5%	-6%	-8%[46.1 µM]	-0.2%	-6%	-11%	4%	8%[38.3 µM]

Limited to Epigenetic derep, SMN2 splice up and NPSR antag, for 2 of the compounds above:
molecule	Epigenetic derep	SMN2 splice up	NPSR antag
CC(=O)c1ccc(-c2nnc(CCC(=O)N(C)Cc3cnc4ccccn34)o2)s1	0.0%	·	12%
CC1(C)Cc2cccc(Oc3ccc(S(=O)(=O)N4CCCCC4)cn3)c2O1	-0.2%	-17%	-30%

Further records:
Results follow in this order: RGS12 GoLoco inh	SMN2 splice up	NPSR antag	Epigenetic derep	KDM4E inh	RECQ1 inh	KinaseGlo FLuc	IMPase Li inh
Clc1ccc2nc(N3CCNCC3)nc(-c3ccccc3)c2c1
  4%	-7%	?	1.1%	?	i	-4%	14%[38.3 µM]
CC[C@H](C)C(=O)O[C@H]1CCC=C2C=C[C@H](C)[C@H](CC[C@@H]3C[C@@H](O)CC(=O)O3)[C@H]21
  -4%&-4%	?	16µM*!	-1.1%&-0.4%	1%&0%	5%&-2%	-4%	-12%
COc1cccc(/C=N/n2c(-c3cc(C)[nH]n3)n[nH]c2=S)c1
  6%	·	-42%	0.6%	-5%	-2%	·	·
CCCCN1C(=O)C2Cc3c([nH]c4ccccc34)CN2C1=S (stereo not given)
  1%	-26%	-35%	?	?	-3%	0%	11%
Cc1cc(/C=C(\C#N)C(=O)NCc2ccco2)c(C)[nH]1
  5%	?	-27%[46.1 µM]	-1.0%	-1%	1%	7%	4%
O=C(NNC(=O)c1cc([N+](=O)[O-])ccc1Cl)c1cccs1
  5%	12%	24%	0.0%	0%	0%	1%	-6%
Cc1c(-c2ccc(Br)cc2)nc2ccccn12
  ·	·	-29%[46.1 µM]	-0.9%	?	-2%	·	·
CCOC(=O)c1cnn2c(N)c(C#N)cnc12
  4%	19%	9%	3.0%	?	i	2%	-4%
COc1cc2c(cc1NC(=O)CN(C)Cc1cccc(OC)c1OC)oc1ccccc12
  -61%	-4%	-45%	-0.9%	-2%	i	4%	9%
CCOC(=O)C1CCN(S(=O)(=O)c2ccc(Cl)cc2OC)CC1
  1%	-3%	-9%[46.1 µM]	1.5%	-3%	i	-3%	26%[38.3 µM]
CCCCS(=O)(=O)N1CCc2nc(-c3ccc(OC)cc3C)c3c(c2C1)CO[C@@H](c1ccccc1)C3
  6%[14.2 µM]	0%[9.22 µM]	·	·	-5%[11.4 µM]	i[11.5 µM]	-3%[7.66 µM]	9%
COc1cccc(C(=O)NN2CC(O)=C(c3nc4ccccc4n3C)C2=N)c1
  15%	-8%	5%	5.2%	4%	28%	0%	1%
O=C(O)c1ccc(-n2cccc2/C=N\NC(=O)c2cc3cc(Br)ccc3o2)cc1
  -2%	·	-1%	-2.6%	?	?	·	·
CC(=O)NC(Cc1cc(C)ccc1C)C(=O)N1CCN(C(=O)Nc2ccc(C(C)=O)cc2)CC1 (stereo not given)
  3%	14%	10%[46.1 µM]	0.0%	-11%	2%	0%	14%[38.3 µM]
O=C1C2C3C=CC(C4CC34)C2C(=O)N1/N=C/c1ccc(-c2ccc(Cl)cc2[N+](=O)[O-])o1 (stereo not given)
  8%	-16%	-18%[46.1 µM]	-1.2%	-3%	-5%	-3%	20%[38.3 µM]

Taken from above:
KDM4E inh, `CCCCCOc1ccc(Cl)cc1CN1CCOCC1` stands at -7%
RECQ1 inh, `CC(=O)NC(Cc1cc(C)ccc1C)C(=O)N1CCN(C(=O)Nc2ccc(C(C)=O)cc2)CC1` (stereo not given) stands at 2%
Epigenetic derep, `Cc1cc(/C=C(\C#N)C(=O)NCc2ccco2)c(C)[nH]1` stands at -1.0%
RECQ1 inh, `CSc1ccccc1C(=O)N1CCN(c2ccc(F)cc2)CC1` stands at -11%
IMPase Li inh, `COc1cc2c(cc1NC(=O)CN(C)Cc1cccc(OC)c1OC)oc1ccccc12` stands at 9%

Next section
SMILES,RGS12 GoLoco inh,SMN2 splice up,NPSR antag,Epigenetic derep,KDM4E inh,RECQ1 inh,KinaseGlo FLuc,IMPase Li inh
CC1(C)CC(=O)c2c(-c3cccnc3)n[nH]c2C1,3%,8%,-17%[46.1 µM],-0.7%,8%,-5%,-2%,-10%[38.3 µM]
COc1ccc(NS(=O)(=O)c2ccc(Oc3c(C#N)cccc3C#N)cc2)cc1,2%,·,49%,1.9%,-19%,-5%,·,·
CC(C)C(C(=O)NCC1CCCO1)N(Cc1ccco1)C(=O)CNS(=O)(=O)c1ccc(F)cc1 (stereo not given),6%,2%,-7%[46.1 µM],1.2%,0%,i,0%,-9%[38.3 µM]
Cc1ccc(-c2nn(CCC(=O)NCC3CCCO3)c(=O)c3ccccc23)cc1 (stereo not given),2%,30%,-14%[46.1 µM],5.8%,0%,0%,-5%,7%[38.3 µM]
Cc1ccccc1C1NS(=O)(=O)N=C1N (stereo not given),-6%,5%,-2%[46.1 µM],-0.9%,-2%,i,0%,8%[38.3 µM]
COC(=O)c1cc2nc(-c3ccccc3)cc(C)n2n1,-6%,·,-9%[46.1 µM],0.0%,?,-3%,-1%,21%[38.3 µM]
CCN(CC)S(=O)(=O)c1cc(NS(=O)(=O)c2cccc(C(=O)O)c2)ccc1C,4%,0%,-4%,-1.3%,-2%,i,-2%,-1%
O=c1oc(-c2cccs2)nc2scc(-c3cccs3)c12,5%,11µM*,-27%[46.1 µM],-1.1%,?,i,4%,27%[38.3 µM]
Cc1ccc(-n2c(O)c(C=Nc3ccccc3-c3n[nH]c(=S)[nH]c3=O)c3ccccc3c2=O)cc1C,18%,7%,1.3µM*,10%,-8%,-6%,4%,6%
C=CCn1c(N)nc2ccccc21,-1%,-22%,3%[46.1 µM],1.6%,-1%,-14%,11%,-19%[38.3 µM]
COC(=O)c1ccccc1NS(=O)(=O)c1ccc(NC(C)=O)cc1,9%,-11%,-11%,2.7%,3%,i,-2%,8%
N#C/C(=C\c1cc2ccccc2nc1N1CCCCC1)C(N)=O,21%,1%,-17%,0.0%,5%,-3%,0%,-10%
CN(Cc1cnccn1)C(=O)CC1C(=O)NCCN1Cc1c(F)cccc1Cl (stereo not given),0%,·,14%,0.0%,-5%,i,·,·
c1ccc(CN2COc3c(ccc4c5c(ccc34)CN(Cc3ccccc3)CO5)C2)cc1,2%[14.2 µM],-22%[9.22 µM],·,·,·,·,-1%[7.66 µM],-2%
COc1ccc(/C=C/C(=O)c2sc(-c3ccccc3)nc2C)cc1,10%,-23%,-24%[46.1 µM],0.0%,0%,-6%,-1%,1%
COc1cc(N2CCCC2)c(OC)cc1/C=C(/C#N)c1cccc(Br)c1,25%,?,?,3.5µM*,3%,-23%,18%,22%[38.3 µM]
Cc1cc(C(=O)N/N=C2\CC(=O)CC(C)(C)C2)c(C)n1-c1ccc(F)cc1,12%,-34%[inhibitor],0%,0.0%,-22%,-17%,0%,-1%
CCOc1ccc(C2C=C(c3ccccc3)Nc3ncnn32)cc1 (stereo not given),5%,-10%,5%[46.1 µM],-1.9%,?,-2%,-4%,-22%[38.3 µM]
